Bioassay records deposited in PubChem by National Center for Advancing Translational Sciences (NCATS).
POLK inh: qHTS for Inhibitors of Polymerase Kappa. purified Pol kappa, fluorescent DNA synthesis assay, 10 min. hit rate 0.53% among 400,000. DNA polymerase kappa (Homo sapiens), Q9UBT6. Potency, µM (titrated, usually from 107 µM), for inactives: top-dose activity, negative = inhibition, actives largely listed as inhibitors. AID 588579, 2011; note: potency is the fitted concentration of half-maximal effect; % is set by controls: 0 for no effect and ±100 for the full control effect
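Readout: fluorescence, taken kinetically at 0 and 10 min. Conditions: 10 nM Pol kappa, 15 min RT compound preincubation, 50 nM substrate final. Controls: enzyme-free buffer wells.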
12-LOX inh: Primary qHTS assay for inhibitors of human arachidonate 12S-lipoxygenase (ALOX12): Round 2; Polyunsaturated fatty acid lipoxygenase ALOX12 (Homo sapiens), P18054; purified 12hLO, xylenol orange hydroperoxide absorbance; Potency, µM (highest dose often 108 µM), without a hit: top-dose activity change, negative = inhibition, most hits filed as inhibitors; hit rate 1.1% among 580,000; note: potency is the fitted concentration of half-maximal effect; % is set by controls: 0 for no effect and ±100 for the full control effect
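Hydroperoxide product was detected by ferrous iron/xylenol orange as the 573 to 405 nm absorbance ratio. Arachidonic acid at 40 uM (final) was turned over for 30 min at room temperature by 150 nM human 12hLO, pH 7.0 Hepes buffer, after 15 min compound preincubation.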
POLH inh: qHTS for Inhibitors of Polymerase Eta. AID 588591, 2011. hit rate 1.2% among 390,000. DNA polymerase eta (Homo sapiens), Q9Y253. recombinant Pol eta, fluorescent DNA replication assay. Potency, µM (highest dose often 114 µM), inactives show at the top dose activity change, negative = inhibition, hits mostly inhibitors; note: potency is the fitted concentration of half-maximal effect; % is set by controls: 0 for no effect and ±100 for the full control effect
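Pol eta at 10 nM preincubated with compounds 15 min at room temperature; reaction started with fluorescent substrate (50 nM final) and read kinetically at 0 and 10 min.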
POLB inh: qHTS Assay for Inhibitors of DNA Polymerase Beta | Pol beta primer extension/strand displacement, fluorescence kinetic | hit rate 1.3% among 340,000 | P06746 | Potency, µM (highest dose often 114 µM), without a hit: at the highest dose activity change, negative = inhibition, hits mostly inhibitors; note: potency is the fitted concentration of half-maximal effect; % is set by controls: 0 for no effect and ±100 for the full control effect
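Pol beta (10 nM) was preincubated with compound for 15 min at room temperature. The reaction was then started with 50 nM substrate and read immediately and after a further 10 min at room temperature.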
APEX1 inh: qHTS Assay for Inhibitors of the Human Apurinic/apyrimidinic Endonuclease 1 (APE1); AID 2517, 2012; hit rate 0.35% among 350,000; recombinant APE1, TAMRA/BHQ-2 abasic DNA cleavage fluorescence; DNA repair nuclease/redox regulator APEX1 (Homo sapiens), P27695; Potency, µM (top dose mostly 65.8 µM), for inactives: at the top dose activity change, negative = inhibition, hits mostly inhibitors;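 note: potency is the fitted concentration of half-maximal effect; plate controls were vehicle for no effect and reference inhibitor for full effect; nearly all actives have a fitted effect of over 55% in size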
Target sequence (P27695 whole entry, looked up): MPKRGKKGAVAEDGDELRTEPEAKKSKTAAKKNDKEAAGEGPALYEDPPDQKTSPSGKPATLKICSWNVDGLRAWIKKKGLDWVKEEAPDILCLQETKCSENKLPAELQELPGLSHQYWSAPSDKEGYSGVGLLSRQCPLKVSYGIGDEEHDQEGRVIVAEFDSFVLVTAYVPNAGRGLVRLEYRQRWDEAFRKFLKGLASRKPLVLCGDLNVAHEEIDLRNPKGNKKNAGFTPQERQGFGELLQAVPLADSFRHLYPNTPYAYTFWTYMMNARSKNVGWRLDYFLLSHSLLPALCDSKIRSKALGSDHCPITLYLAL
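0.75 nM APE1 + cpd, 15 min RT; start w/ 50 nM TAMRA/BHQ-2 THF-abasic dsDNA; kinetic fluor 525/598 nm ×3 reads @60 s; Δ(read3−read1); normalized to DMSO and NSC13755 control wells.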
ERG Ets-DNA blk: qHTS for Small Molecule Inhibitors of the ERG Ets/DNA interaction; Transcriptional regulator ERG (Homo sapiens), P11308; fluorescence polarization, His-ERG Ets domain / labelled DNA; Potency, µM (top dose mostly 76.9 µM), for the others: top-dose FP activity, negative = inhibition, actives largely listed as inhibitors; hit rate 0.028% among 370,000; active = well fitted inhibition curve with a large enough effect in the polarisation, with a control signal flat; inconclusive = small, poorly fitted or top-dose-only effect, or effect the other way, or a change in a side signal; inactive = no such curve, though single readings can be large or run the other way; the % refers to the polarisation;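 note: polarization taken with two DNA probes labelled with fluorescein and Texas red; potency is the fitted concentration of half-maximal effect; % of control where 0% means no effect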
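His-tagged ERG Ets domain (1 uM in the protein solution; 300mM KCl, 50mM Tris-HCl, 1mM EDTA, 1mM DTT, pH 7.5) received compound, then a probe mix of 5 nM fluorescein-DNA and 100nM Texas-615-DNA. Fluorescence polarization was read for both dyes.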
LDHA inh: qHTS assay for inhibitors of human lactate dehydrogenase. purified LDHA, NADH/diaphorase-resazurin fluorescence; hits give low values. activity change, % (values are at about 110 or 230 µM). hit rate 0.15% among 480,000; in the data active = activity change below about -30%; inconclusive = mostly about -25% to -30%;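 note: plate controls were DMSO wells for no effect and wells without enzyme for full effect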
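Resorufin fluorescence (ex540/em590), read at 0 and 20 min after diaphorase/resazurin addition, reports the NADH left after a 5 min room-temperature reaction of 2 nM human LDH5 with 0.06 mM NADH and 0.2 mM pyruvate.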
RGS4 inhibitor: Inhibitors of Regulator of G Protein Signaling (RGS) 4: qHTS; Potency, µM (highest dose often 114 µM), for the others: at the highest dose activity change, negative = inhibition, actives largely listed as inhibitors; AID 504845, 2011; Transcreener GDP fluorescence polarization, RGS4-accelerated GTP hydrolysis; hit rate 0.039% among 390,000; Regulator of G-protein signaling 4 (Homo sapiens), P49798; note: potency is the fitted concentration of half-maximal effect; % is set by controls: 0 for no effect and ±100 for the full control effect; nearly all actives have a fitted effect of over 75% in size; some results filed as inactive show a strong effect at the top dose
Target sequence (P49798 whole entry, looked up): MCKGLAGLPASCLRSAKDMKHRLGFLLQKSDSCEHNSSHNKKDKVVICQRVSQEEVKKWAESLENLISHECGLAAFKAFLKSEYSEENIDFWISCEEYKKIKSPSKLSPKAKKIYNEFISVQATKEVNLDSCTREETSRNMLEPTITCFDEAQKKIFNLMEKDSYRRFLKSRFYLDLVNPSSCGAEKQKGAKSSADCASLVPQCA
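MLSMR compounds (23 nl, pin-transferred) preincubated 10 min at room temperature with a 500nM (2x) first reagent, then RGS4 at 900nM (2x) plus Transcreener GDP mix added; fluorescence polarization (620/688 nm) read before and after 90 min at 30 °C.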
Anesthetic bind: qHTS Assay for Identification of Novel General Anesthetics; Ferritin light chain (Equus caballus), P02791; hit rate 0.074% among 350,000; apoferritin/1-aminoanthracene competitive binding, fluorescence; Potency, µM (doses to about 77.5 µM), for inactives: at the top dose activity change, negative = displacement, most hits filed as inhibitors; AID 485281, 2010; note: potency is the fitted concentration of half-maximal effect; % is set by controls: 0 for no effect and ±100 for the full control effect; nearly all actives have a fitted effect of over 20% in size
Target sequence (P02791 2-175 limits assumed): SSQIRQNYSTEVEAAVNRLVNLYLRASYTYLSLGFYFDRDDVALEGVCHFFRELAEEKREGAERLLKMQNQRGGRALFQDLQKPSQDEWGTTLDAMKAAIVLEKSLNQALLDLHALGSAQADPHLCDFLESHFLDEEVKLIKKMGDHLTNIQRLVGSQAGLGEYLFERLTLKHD
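Probe: 1-aminoanthracene (50% saturated, PBS). Protein: horse-spleen apoferritin, 10 uM. Incubation: 10 min, room temperature. Detection: 380 nm excitation, 535 nm emission. Analysis: normalized response, four-parameter Hill.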
Starred values were filed as active, the others as inactive; & = joins results of further samples; [ ] = remark or other dose. Unless noted, calls come from the whole dose curve; as a rule, active = well fitted curve in the direction sought with a large enough effect; inconclusive = small, poorly fitted or top-dose-only effect, or another doubt; inactive = no such curve, though single readings can be large; an effect the other way counts as inactive or inconclusive. Only part of the results is shown; the hit share may differ from the screen's.

How did Cc1nn(Cc2ccccc2)c(Cl)c1/C=C/C(=O)OCC(=O)N1CCCC1=O do in these assays?
POLK inh: 1%; 12-LOX inh: 2%; POLH inh: -20%; POLB inh: -24%; APEX1 inh: -5%; ERG Ets-DNA blk: 5%; LDHA inh: -5; RGS4 inhibitor: -20%; Anesthetic bind: inconclusive

What do the screens show for `O=S(=O)(c1ccccc1)N1N=C(c2cccs2)CC1c1ccc(Br)cc1` (centres undefined)?
POLK inh: 6%; 12-LOX inh: -29%; POLH inh: -7%; POLB inh: 1%; APEX1 inh: -1%; ERG Ets-DNA blk: 3%; LDHA inh: 2; RGS4 inhibitor: -9%; Anesthetic bind: -20%

What do the screens show for `Cc1cc(N2CCN(C(=O)/C=C/C(=O)O)CC2)c2ccccc2n1`?
POLK inh: 0%; 12-LOX inh: -3%; POLH inh: 1%; POLB inh: 1%; APEX1 inh: -8%; ERG Ets-DNA blk: -11%; LDHA inh: -9; RGS4 inhibitor: 17%; Anesthetic bind: 2%

Results for COc1ccc(C(C)=O)cc1COC(=O)CCC(=O)N(CC(C)C)c1c(N)n(CC(C)C)c(=O)[nH]c1=O ?
POLK inh: -11%; 12-LOX inh: -5%; POLH inh: -4%; APEX1 inh: 13%; ERG Ets-DNA blk: -12%; LDHA inh: -5; RGS4 inhibitor: -15%

What do the screens show for `O=C(Nc1ccc(Oc2ccccc2)cc1)C1CCCO1` (centres undefined)?
POLK inh: -10%; 12-LOX inh: -15%; POLH inh: 10%; POLB inh: 79µM*; APEX1 inh: 13%; LDHA inh: -9; RGS4 inhibitor: -8%; Anesthetic bind: -14%

Results for Cn1c(NC(=O)CCC2CCCCC2)cc(=O)n(C)c1=O ?
POLK inh: -14%; 12-LOX inh: -6%; POLH inh: -20%; POLB inh: 9%; APEX1 inh: 9%; ERG Ets-DNA blk: 5%; LDHA inh: -7; RGS4 inhibitor: -1%; Anesthetic bind: inconclusive

What do the screens show for `CC(C)c1nnc(NC(=O)c2c(O)c3cccc4c3n(c2=O)CCC4)s1`?
POLK inh: -7%; 12-LOX inh: 42%[activator]; POLH inh: 3%; POLB inh: 0%; APEX1 inh: inconclusive; ERG Ets-DNA blk: 7%; LDHA inh: 0; RGS4 inhibitor: 2%; Anesthetic bind: -12%

What do the screens show for `COc1ccccc1C(=O)N1CCN(CCNC(=O)C(=O)Nc2ccc(Br)c(C)c2)CC1`?
POLK inh: -3%; 12-LOX inh: 0%; POLH inh: -15%; POLB inh: 1%; APEX1 inh: 5%; ERG Ets-DNA blk: -8%; LDHA inh: -2; RGS4 inhibitor: 9%; Anesthetic bind: -12%

What do the screens show for `CCN(CC)CCNC(=O)C(=O)NCC(c1cccnc1)N1CCN(c2ccccc2)CC1` (centres undefined)?
POLK inh: -15%; 12-LOX inh: -3%; POLH inh: -4%; POLB inh: 23%; ERG Ets-DNA blk: 9%; LDHA inh: 3; RGS4 inhibitor: 4%; Anesthetic bind: 42%[activator]

Results for COc1cccc(N2CCN(S(=O)(=O)c3c(C)[nH]c(C)c3C(=O)N3CCCCC3)CC2)c1 ?
POLK inh: -7%; 12-LOX inh: -15%; POLH inh: -6%; POLB inh: 6%; APEX1 inh: -4%; ERG Ets-DNA blk: -1%; LDHA inh: 0; RGS4 inhibitor: 30%; Anesthetic bind: -4%

How did O=C(CCc1n[nH]c(=O)[nH]c1=O)N/N=C/c1ccco1 do in these assays?
POLK inh: inconclusive; 12-LOX inh: -2%; POLH inh: inconclusive; POLB inh: 10µM*; APEX1 inh: 20µM*; ERG Ets-DNA blk: 2%; LDHA inh: -6; RGS4 inhibitor: 3%; Anesthetic bind: -3%

What do the screens show for `COc1cc(NC(=O)c2ccc(C(=O)Nc3cc(OC)c(Cl)cc3OC)cc2)c(OC)cc1Cl`?
POLK inh: 2%; 12-LOX inh: -21%; POLH inh: -18%; POLB inh: 2%; ERG Ets-DNA blk: -11%; LDHA inh: -5; RGS4 inhibitor: 10%; Anesthetic bind: 1%

What do the screens show for `O=C(CSCCNS(=O)(=O)c1ccccc1)Nc1ccccc1`?
POLK inh: -9%; 12-LOX inh: 0%; POLH inh: -20%; POLB inh: 3%; APEX1 inh: -1%; ERG Ets-DNA blk: 0%; LDHA inh: -3; RGS4 inhibitor: 31%; Anesthetic bind: inconclusive

Results for COc1ccc(CNC(=O)Cn2ccc([N+](=O)[O-])n2)cc1OC ?
POLK inh: -6%; 12-LOX inh: inconclusive; POLH inh: -9%; POLB inh: 44%; APEX1 inh: 17%; ERG Ets-DNA blk: -1%; LDHA inh: -2; RGS4 inhibitor: -12%; Anesthetic bind: 4%

How did Cc1noc(NS(=O)(=O)c2ccc(NC(=O)CSc3n[nH]c(-c4ccccc4)n3)cc2)c1C do in these assays?
POLK inh: -19%; 12-LOX inh: inconclusive; POLH inh: -9%; POLB inh: 0%; APEX1 inh: 9%; ERG Ets-DNA blk: 2%; LDHA inh: -5; RGS4 inhibitor: -3%; Anesthetic bind: -12%

Results for COc1ccccc1/C=C(/C(=O)OCC(=O)Nc1ccccc1C)c1ccccc1 ?
POLK inh: -9%[60.1 µM]; 12-LOX inh: -7%; POLH inh: -10%; POLB inh: -29%; APEX1 inh: 8%; ERG Ets-DNA blk: 8%; LDHA inh: -2; RGS4 inhibitor: 20%; Anesthetic bind: inconclusive

What do the screens show for `CCOC(=O)C(CC)Sc1ccc2nnc(-c3cccnc3)n2n1` (centres undefined)?
POLK inh: 6%&11%; 12-LOX inh: 0%; POLH inh: -2%; POLB inh: 11%; APEX1 inh: -1%; ERG Ets-DNA blk: inconclusive; LDHA inh: 2&4; RGS4 inhibitor: -27%&7%; Anesthetic bind: -13%

Results for CCC(=O)n1nc(NCc2ccc(OC)c(OC)c2)nc1NCc1ccc(OC)c(OC)c1 ?
POLK inh: -18%; 12-LOX inh: 0%; POLH inh: -1%; POLB inh: -20%; APEX1 inh: -6%; ERG Ets-DNA blk: -10%; LDHA inh: -5; RGS4 inhibitor: -3%; Anesthetic bind: -8%

Results for Nc1n[nH]c(S(=O)(=O)CCCc2ccccc2)n1 ?
POLK inh: -12%; 12-LOX inh: -23%; POLH inh: -8%; POLB inh: 23%; APEX1 inh: -7%; ERG Ets-DNA blk: 1%; LDHA inh: 1; RGS4 inhibitor: -15%[11.4 µM]; Anesthetic bind: -12%

What do the screens show for `COc1ccc(CCNC(=O)CC2Nc3cc(C)c(C)cc3NC2=O)cc1OC` (centres undefined)?
POLK inh: 1%; 12-LOX inh: -18%; POLH inh: -12%; POLB inh: -25%; APEX1 inh: 8%; ERG Ets-DNA blk: 4%; LDHA inh: 2; RGS4 inhibitor: -2%; Anesthetic bind: -13%

How did Oc1c(C=Nc2cccc3cccnc23)sc2ccccc12 do in these assays?
12-LOX inh: 0%; POLB inh: inconclusive; APEX1 inh: -8%; Anesthetic bind: inconclusive

What do the screens show for `CC(C)OCCCNC(=O)CN1C(=O)c2ccccc2Sc2ncccc21`?
POLK inh: -4%; 12-LOX inh: -15%; POLH inh: -20%; POLB inh: -8%; ERG Ets-DNA blk: 1%; LDHA inh: 2; RGS4 inhibitor: 6%; Anesthetic bind: -5%

Results for CS(=O)(=O)N1CCc2cc(-c3csc(NC(=O)Cc4cccs4)n3)ccc21 ?
POLK inh: 0%; 12-LOX inh: -11%; POLH inh: -24%; POLB inh: -16%; APEX1 inh: -7%; ERG Ets-DNA blk: 7%; LDHA inh: -3; RGS4 inhibitor: -9%; Anesthetic bind: -5%

How did O=S(=O)(c1ccc(N2CCCC2)nc1)N1CCOCC1 do in these assays?
POLK inh: -16%; 12-LOX inh: 18%; POLH inh: -8%; POLB inh: 7%; APEX1 inh: -4%; ERG Ets-DNA blk: -14%; LDHA inh: 0; RGS4 inhibitor: 5%; Anesthetic bind: -12%

What do the screens show for `CCOc1ccc(CNn2cnnc2)cc1`?
POLK inh: 10%; 12-LOX inh: 14%; POLH inh: -11%; POLB inh: -6%; APEX1 inh: 13%; ERG Ets-DNA blk: 14%; LDHA inh: -3; RGS4 inhibitor: -57%[56.9 µM]; Anesthetic bind: -7%

How did COc1ccc(S(=O)(=O)N2CCC(C(=O)NCC3CCCO3)CC2)cc1OC (centres undefined) do in these assays?
POLK inh: 11%; 12-LOX inh: -1%; POLH inh: -15%; POLB inh: 53%; APEX1 inh: 0%; ERG Ets-DNA blk: 1%; LDHA inh: -8; RGS4 inhibitor: 0%; Anesthetic bind: -10%
